MMP-13 inhibitor: human MMP13 inhibitors, primary screen, biochemical, FRET peptide cleavage | Collagenase 3 (Homo sapiens), P45452 | actives 0.07% (n = 65,000) | MMP-13 fTHP FRET cleavage, Mca fluorescence | inhibition, % at 4 µM;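 active = inhibition above the mean of compound-free control plate wells plus 3 SD, cut at about 14% in these data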;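 also: 0% = DMSO wells and 100% = wells with reference MMP-13 inhibitor after basal subtraction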
HTR1E agonist: 5-HT1E receptor agonists, primary screen, cell-based, HTS | 5-hydroxytryptamine receptor 1E (Homo sapiens), P28566 | CHO 5-HT1E Ga15 NFAT-bla reporter, FRET; 0% DMSO wells, 100% control agonist wells | activation, % at 6 µM | actives 0.69% (n = 65,000);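 active = activation above a set limit, the screen-wide mean activation plus 3 SD, cut at about 8.5% in these data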;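 also: 100% = positive control agonist at 1 µM giving full maximal response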
Target sequence (P28566 whole entry, looked up): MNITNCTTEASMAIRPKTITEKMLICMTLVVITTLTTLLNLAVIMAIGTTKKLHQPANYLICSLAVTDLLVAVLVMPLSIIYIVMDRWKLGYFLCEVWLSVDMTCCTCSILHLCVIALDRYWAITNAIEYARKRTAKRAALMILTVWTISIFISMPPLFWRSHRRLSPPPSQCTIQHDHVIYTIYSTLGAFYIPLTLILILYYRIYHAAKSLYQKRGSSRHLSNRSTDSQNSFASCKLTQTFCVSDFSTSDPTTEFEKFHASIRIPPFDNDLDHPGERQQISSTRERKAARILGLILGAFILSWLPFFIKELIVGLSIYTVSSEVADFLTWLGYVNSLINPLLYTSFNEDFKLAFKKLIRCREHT
5HT1a ag: human 5-HT1a receptor agonists, primary screen, cell-based, CHO, Ga15 NFAT-bla reporter | CHO 5-HT1a Ga15 NFAT-bla reporter, FRET ratio; 0% basal, 100% maximal reference agonist | activation, % at 10 µM | actives 0.56% (n = 65,000) | AID 567, 2006;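 active = activation above the screen-wide mean activation plus 3 SD, cut at about 19% in these data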;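 also: 0% = DMSO wells and 100% = 5-CT at EC100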
HTR1E antagonist: 5-HT1E receptor antagonists, primary screen, cell-based, HTS | actives 0.99% (n = 65,000) | CHO 5-HT1E Ga15 NFAT-bla reporter, FRET, antagonist | inhibition, % at 6 µM | AID 571, 2007;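 active = inhibition above a set limit, the mean inhibition across every tested compound plus 3 SD, cut at about 29% in these data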;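 also: signal is the 460 over 535 nm emission ratio of beta-lactamase substrate; 0% = agonist plus DMSO wells and 100% = wells without agonist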
NADH enzymes: inhibitors of PK/LDH coupling enzymes, profiling panel, artefact control, biochemical, MLSMR library. coupled PK/LDH NADH assays, four targets. IC50, µM (doses to about 10 µM), without a hit: at the highest dose inhibition. actives 0.02% (n = 65,000). AID 774, 2007;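 active = single-dose screening hits from any of four coupled enzyme assays that gave an IC50 when retested across doses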;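 also: the DPM-DC format reads NADH fluorescence rather than 340 nm absorbance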
Ecoli tolC: growth inhibitors of E. coli tolC mutant, primary screen, strain BW25113 ΔtolC::kan, 384-well; OD615; growth inhibition, % at 10 µM (by protocol); actives 2.2% (n = 65,000); AID 573, 2007;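 active = growth inhibition at or above a cutoff equal to the mean over every tested compound plus 3 SD, cut at about 60% in these data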;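 also: growth measured after 20 h incubation at 37 °C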
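test system = E. coli BW25113 ΔtolC::kan bacteria | medium = LB with kanamycin 50 µg/mL | signal = OD at 615 nm | schedule = 37 °C, 20 h exposure | evaluation = % inhibition of E. coli growth | compound dosing = one dose of 10 µM final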
RORa activator: activators of orphan receptor RORA, primary screen, cell-based, luminescence; Nuclear receptor ROR-alpha (Homo sapiens), P35398; CHO-K1 Gal4-RORA LBD luciferase reporter; percent increase over mock-subtracted basal signal; actives 1.5% (n = 65,000); activation, % at 10 µM;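 active = activation above the mean of all tested compounds plus 3 SD, cut at about 49% in these data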;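 also: 0% = DMSO-treated RORA cells and 100% = added signal equal to DMSO minus mock-transfected cells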
SF1 activator: activators of human SF-1, primary screen, cell-based, CHO-K1, Gal4-SF-1 LBD, luciferase luminescence; CHO-K1 Gal4-SF-1 LBD luciferase reporter; % increase over DMSO SF-1-specific signal; Steroidogenic factor 1 (Homo sapiens), Q13285; activation, % at 10 µM; actives 1.9% (n = 65,000);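 active = activation above the mean activation of all tested compounds plus 3 SD, cut at about 50% in these data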
Target sequence (Q13285 whole entry, looked up, the tested form may be a part): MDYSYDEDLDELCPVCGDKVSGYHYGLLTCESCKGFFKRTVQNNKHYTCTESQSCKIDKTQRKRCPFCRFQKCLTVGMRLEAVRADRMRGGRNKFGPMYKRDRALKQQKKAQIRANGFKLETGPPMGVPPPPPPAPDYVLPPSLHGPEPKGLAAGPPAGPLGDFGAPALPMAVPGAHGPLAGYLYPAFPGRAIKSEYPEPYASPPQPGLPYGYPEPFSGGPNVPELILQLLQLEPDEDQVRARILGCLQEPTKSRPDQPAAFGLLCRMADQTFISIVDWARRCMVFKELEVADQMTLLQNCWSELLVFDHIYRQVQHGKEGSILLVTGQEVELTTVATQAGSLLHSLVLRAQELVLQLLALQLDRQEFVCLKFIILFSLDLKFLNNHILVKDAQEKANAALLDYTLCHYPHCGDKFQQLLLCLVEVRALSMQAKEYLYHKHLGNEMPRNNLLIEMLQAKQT
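Material: CHO-K1 cells with Gal4–hSF-1 LBD chimera plus Gal4-driven luciferase / Input: 4,000 CHO-K1 cells per well / Incubation: compound exposure 20 h at 37 °C / Signal: luminescence read 15 min after SteadyLite luciferase reagent, after room-temperature equilibration / Read-out: percent activation versus DMSO / Benchmarks: DMSO negative control and −SF1 background wells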
5-HT1A blocker: human 5-HT1a receptor antagonists, primary screen, cell-based, CHO, Ga15 NFAT-bla reporter. 5-hydroxytryptamine receptor 1A (Homo sapiens), P08908. actives 0.68% (n = 62,000). CHO 5-HT1a Ga15 NFAT-bla reporter, antagonist mode. inhibition, % at 10 µM. AID 612, 2007;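 active = inhibition above the mean of all tested compounds plus 3 SD, cut at about 43% in these data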;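 also: receptor stimulated by 5-CT agonist at 100 nM near EC80; beta-lactamase reporter measured by ratiometric fluorescence of a cleavable substrate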
Starred values were filed as active, the others as inactive; [ ] = dose if it differs, or a comment.

How did O=c1cc(NCCO)c2ccccc2o1 do in these assays?
MMP-13 inhibitor: 2; HTR1E agonist: 0.6; 5HT1a ag: -0.9; HTR1E antagonist: -2; NADH enzymes: 2%; Ecoli tolC: -1; RORa activator: -5; SF1 activator: 8; 5-HT1A blocker: -20

How did c1cncc(C(c2nnnn2C2CCCC2)N2CCN(Cc3ccc4c(c3)OCO4)CC2)c1 (centres undefined) do in these assays?
MMP-13 inhibitor: 2; HTR1E agonist: -0.8; 5HT1a ag: 1.2; HTR1E antagonist: 0; NADH enzymes: 9%; Ecoli tolC: 12; RORa activator: 1; SF1 activator: -7; 5-HT1A blocker: -3

Results for Cc1cc(NS(=O)(=O)c2ccc(NC(=O)c3ccoc3C)cc2)nc(C)n1 ?
MMP-13 inhibitor: 2; HTR1E agonist: -0.6; 5HT1a ag: 0.5; HTR1E antagonist: 3; NADH enzymes: 5%; Ecoli tolC: 7; RORa activator: 9; SF1 activator: -7; 5-HT1A blocker: -19

What do the screens show for `Cc1c(CCC(=O)O)c(=O)oc2cc(O)ccc12`?
MMP-13 inhibitor: inactive[fluorescence artefact?]; HTR1E agonist: -0.4; 5HT1a ag: 1.1; HTR1E antagonist: -3; NADH enzymes: 0%[fluoresces]; Ecoli tolC: -10; RORa activator: -12; SF1 activator: 14; 5-HT1A blocker: -2

Results for CC(=O)Nc1nc2ccccc2n1CCN1CCOCC1 ?
MMP-13 inhibitor: -1; HTR1E agonist: -1.3; 5HT1a ag: -0.2; HTR1E antagonist: 3; NADH enzymes: 9%; Ecoli tolC: 4; RORa activator: -8; SF1 activator: -18; 5-HT1A blocker: -3

What do the screens show for `CCn1c(SCC(=O)NCCc2ccc(F)cc2)nnc1-c1cccs1`?
MMP-13 inhibitor: 0; HTR1E agonist: -0.9; 5HT1a ag: -3.5; HTR1E antagonist: -25; NADH enzymes: 5%; Ecoli tolC: 8; RORa activator: -6; SF1 activator: 0; 5-HT1A blocker: -7

What do the screens show for `CCOc1ccccc1N1CCN(c2nc(N)c(C#N)c(CC#N)c2C#N)CC1`?
MMP-13 inhibitor: -1; HTR1E agonist: 0.8; 5HT1a ag: 2.0; HTR1E antagonist: -2; NADH enzymes: 2%; Ecoli tolC: 10; RORa activator: 10; SF1 activator: -7; 5-HT1A blocker: -9

What do the screens show for `O=C(Cn1cnc2c(cnn2-c2ccccc2)c1=O)N1CCCc2ccccc21`?
MMP-13 inhibitor: -6; HTR1E agonist: -0.2; 5HT1a ag: -0.8; HTR1E antagonist: -6; NADH enzymes: 5%; Ecoli tolC: 0; RORa activator: 2; SF1 activator: -17; 5-HT1A blocker: -18

How did O=C(NCC1CCCO1)C1CCN(CC2CCCCC2)CC1 (centres undefined) do in these assays?
MMP-13 inhibitor: -2; HTR1E agonist: -0.8; 5HT1a ag: -2.4; HTR1E antagonist: 1; NADH enzymes: 7%; RORa activator: -4; SF1 activator: -2; 5-HT1A blocker: 15

Results for CC(OC(=O)c1cc[n+]([O-])cc1)C(=O)Nc1ccc(Cl)cn1 (centres undefined) ?
MMP-13 inhibitor: -1; HTR1E agonist: -0.7; 5HT1a ag: -1.2; HTR1E antagonist: 12; NADH enzymes: 4%; Ecoli tolC: 13; RORa activator: -10; SF1 activator: 4; 5-HT1A blocker: 2

How did COc1cccc(NS(=O)(=O)c2ccc3[nH]cc(C(=O)NCCC(C)C)c(=O)c3c2)c1 do in these assays?
MMP-13 inhibitor: 0; HTR1E agonist: 0.1; 5HT1a ag: -3.3; HTR1E antagonist: -2; NADH enzymes: 4%; Ecoli tolC: 31; RORa activator: 24; SF1 activator: 13; 5-HT1A blocker: -10

What do the screens show for `CCOC(=O)c1cc(C(C)=O)c(=O)n(C)c1N`?
MMP-13 inhibitor: 0; HTR1E agonist: 0.1; 5HT1a ag: -0.6; HTR1E antagonist: -2; NADH enzymes: 8%; Ecoli tolC: -4; RORa activator: 2; SF1 activator: -12; 5-HT1A blocker: 1

How did CC(=O)c1cc2c(cc1NC(=O)C1CC=CCC1C(=O)O)OCO2 (centres undefined) do in these assays?
MMP-13 inhibitor: 2; HTR1E agonist: -1.0; 5HT1a ag: -0.9; HTR1E antagonist: 1; NADH enzymes: 10%; Ecoli tolC: -3; RORa activator: -7; SF1 activator: -6; 5-HT1A blocker: 4

What do the screens show for `CC1CCN(c2nc3c(c(=O)n(C)c(=O)n3C)n2CCSc2nc3ccccc3s2)CC1`?
MMP-13 inhibitor: 0; HTR1E agonist: -0.2; 5HT1a ag: 0.9; HTR1E antagonist: 19; NADH enzymes: 4%; Ecoli tolC: 8; RORa activator: 5; SF1 activator: 5; 5-HT1A blocker: -2

How did Cc1cc(C(=O)N2CCN(c3ncccn3)CC2)sc1-c1ccccc1 do in these assays?
MMP-13 inhibitor: -1; HTR1E agonist: -0.7; 5HT1a ag: 10; HTR1E antagonist: 2; NADH enzymes: 8%; Ecoli tolC: 24; RORa activator: -25; SF1 activator: -11; 5-HT1A blocker: 6

What do the screens show for `COC(=O)c1sc(N)c(C(=O)OC)c1COC(=O)c1c(C)noc1C`?
MMP-13 inhibitor: -7; HTR1E agonist: -0.2; 5HT1a ag: 1.0; HTR1E antagonist: 20; NADH enzymes: 7%; Ecoli tolC: 13; RORa activator: 29; SF1 activator: 9; 5-HT1A blocker: 23

Results for CCOC(=O)C1=C(c2ccccc2)NC(SCC(=O)NC2CCCCC2)=C(C#N)C1c1ccco1 (centres undefined) ?
MMP-13 inhibitor: -4; HTR1E agonist: -0.3; 5HT1a ag: 2.7; HTR1E antagonist: -7; NADH enzymes: 1%; Ecoli tolC: -4; RORa activator: -8; SF1 activator: 1; 5-HT1A blocker: -5

Results for CC(C)(C)OC(=O)N1CCC(C(=O)O)CC1 ?
MMP-13 inhibitor: -6; HTR1E agonist: 4.3; 5HT1a ag: 0.6; HTR1E antagonist: -4; NADH enzymes: 4%; Ecoli tolC: 0; RORa activator: -10; SF1 activator: 3; 5-HT1A blocker: 4

Results for COC(=O)c1cc(NC(=O)Cc2coc3cc(OC)ccc23)cc(C(=O)OC)c1 ?
MMP-13 inhibitor: -4; HTR1E agonist: -0.4; 5HT1a ag: 0.2; HTR1E antagonist: 9; NADH enzymes: 6%; Ecoli tolC: 23; RORa activator: -14; SF1 activator: 11; 5-HT1A blocker: 10

How did COc1ccc(S(=O)(=O)NC2CCCCC2)cc1C do in these assays?
MMP-13 inhibitor: -1; HTR1E agonist: 0.2; 5HT1a ag: -2.5; HTR1E antagonist: -4; NADH enzymes: 6%; Ecoli tolC: -4; RORa activator: -14; SF1 activator: 6; 5-HT1A blocker: -4

Results for Cc1cc2ncn(CCOc3ccccc3C#N)c2cc1C ?
MMP-13 inhibitor: 2; HTR1E agonist: -0.8; 5HT1a ag: -0.4; HTR1E antagonist: 4; NADH enzymes: 3%; Ecoli tolC: 34; RORa activator: 5; SF1 activator: 8; 5-HT1A blocker: 3

How did COc1ccc(OC)c(C2=NOC(C(=O)Nc3cccc(C(C)=O)c3)C2)c1 (centres undefined) do in these assays?
MMP-13 inhibitor: -8; HTR1E agonist: 0.1; 5HT1a ag: -0.4; HTR1E antagonist: 1; NADH enzymes: 9%; Ecoli tolC: -5; RORa activator: -8; SF1 activator: -8; 5-HT1A blocker: -11

What do the screens show for `COc1ccc(-c2csc(Cc3nnc4n3CCCCC4)n2)cc1OC`?
MMP-13 inhibitor: 0; HTR1E agonist: -0.2; 5HT1a ag: -1.1; HTR1E antagonist: 27; NADH enzymes: 6%; Ecoli tolC: -1; RORa activator: 4; SF1 activator: 1; 5-HT1A blocker: 1

How did C=C(c1cccc2ccccc12)P(=O)(O)O do in these assays?
MMP-13 inhibitor: 5; HTR1E agonist: 0.9; 5HT1a ag: -3.0; HTR1E antagonist: -2; NADH enzymes: 3%; Ecoli tolC: -7; RORa activator: -4; SF1 activator: 1; 5-HT1A blocker: -10

What do the screens show for `Cc1ccc(NC(=O)CSC2=C(C#N)C(c3ccc4c(c3)OCO4)CC(=O)N2)cc1C` (centres undefined)?
MMP-13 inhibitor: 0; HTR1E agonist: -0.9; 5HT1a ag: -2.5; HTR1E antagonist: -1; NADH enzymes: 1%; Ecoli tolC: 0; RORa activator: -22; SF1 activator: -17

What do the screens show for `CSc1ccccc1-n1nnnc1SCc1ccccc1`?
MMP-13 inhibitor: 5; HTR1E agonist: 0.3; 5HT1a ag: 0.5; HTR1E antagonist: 7; NADH enzymes: 4%; Ecoli tolC: 30; RORa activator: -8; SF1 activator: -5; 5-HT1A blocker: 4

How did CC(C(=O)N(C)C)N(C#N)c1nc(N(C)C)nc(N(C)C)n1 (centres undefined) do in these assays?
MMP-13 inhibitor: -3; HTR1E agonist: 0.4; 5HT1a ag: 3.0; HTR1E antagonist: -16; NADH enzymes: 3%; Ecoli tolC: 13; RORa activator: -1; SF1 activator: -11

How did COCCCN1C(=O)C(O)=C(C(=O)c2ccco2)C1c1ccccc1 (centres undefined) do in these assays?
MMP-13 inhibitor: 0; HTR1E agonist: -0.1; 5HT1a ag: -0.1; HTR1E antagonist: -4; NADH enzymes: 5%; Ecoli tolC: -11; RORa activator: -5; SF1 activator: 4; 5-HT1A blocker: 10

How did COCCn1c(CN2CCN(c3cccc(Cl)c3)CC2)nc2c1c(=O)n(C)c(=O)n2C do in these assays?
MMP-13 inhibitor: 4; HTR1E agonist: 0.4; 5HT1a ag: -0.3; HTR1E antagonist: -5; NADH enzymes: 2%; Ecoli tolC: 9; RORa activator: -6; SF1 activator: 20; 5-HT1A blocker: -5

Results for N#CCc1ccc(NC(=O)Nc2cccc(Cl)c2)cc1 ?
MMP-13 inhibitor: 4; HTR1E agonist: -0.6; 5HT1a ag: 1.3; HTR1E antagonist: 9; NADH enzymes: 1%; Ecoli tolC: 27; RORa activator: 7; SF1 activator: 79*; 5-HT1A blocker: 23

How did N#Cc1c(NC(=O)COC(=O)C2CC3C=CC2C3)oc(-c2ccccc2)c1-c1ccccc1 (centres undefined) do in these assays?
MMP-13 inhibitor: -1; HTR1E agonist: -0.4; 5HT1a ag: -0.7; HTR1E antagonist: -9; NADH enzymes: 2%; Ecoli tolC: 32; RORa activator: -13; SF1 activator: -10; 5-HT1A blocker: 21

How did CCNCc1cc2cc(C)ccc2[nH]c1=O do in these assays?
MMP-13 inhibitor: -8; HTR1E agonist: -0.2; 5HT1a ag: 0.5; HTR1E antagonist: 0; NADH enzymes: 3%; Ecoli tolC: 17; RORa activator: 1; SF1 activator: 20

Results for c1coc(-c2ncc[nH]2)c1 ?
MMP-13 inhibitor: -2; HTR1E agonist: -0.4; 5HT1a ag: -2.5; HTR1E antagonist: -2; NADH enzymes: 4%; Ecoli tolC: -15; RORa activator: -8; SF1 activator: -18; 5-HT1A blocker: -11
